# MK inhibit – S. pneumoniae MK inhibitors, primary screen, biochemical, PK/LDH-coupled NADH absorbance; mevalonate kinase [Streptococcus pneumoniae D39]; purified MK, PK/LDH-coupled NADH absorbance 340 nm; inhibition, % at 10 µM; 0.48% of 65,000 active;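 active = ranked among the strongest by inhibition in the single 10 µM screen, a fixed top-ranked set picked for dose follow-up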; also: no value below 0 was filed
# PMK inhibit – S. pneumoniae PMK inhibitors, primary screen, biochemical, mevalonate pathway, pilot trial included; phosphomevalonate kinase (Streptococcus pneumoniae D39); purified PMK, PK/LDH-coupled NADH absorbance 340 nm; AID 539, 2006; 0.49% of 65,000 active; inhibition, % at 10 µM;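 active = top-ranked compounds by inhibition in the single 10 µM screen, taking a fixed number of the strongest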;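 also: 0% = full reaction with DMSO carrier and 100% = background rate without enzyme reaction; no value below 0 was filed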
# Spn DPM-DC inh – S. pneumoniae DPM-DC inhibitors, primary screen, biochemical, PK/LDH-coupled NADH fluorescence. calls only at 10 µM. purified DPM-DC. diphosphomevalonate decarboxylase (Streptococcus pneumoniae D39). 0.49% of 65,000 active. AID 556, 2006;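 active = the 320 compounds with the highest percent inhibition in the single-dose primary screen, excluding strongly autofluorescent ones, cut at about 32% in these data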;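 also: kinetic rate of NADH fluorescence loss reporting ADP formed by the decarboxylase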
# LYP phosphatase – LYP phosphatase inhibitors, primary screen, biochemical, DiFMUP fluorescence, recombinant catalytic domain, 10 µM (AID 606) | Tyrosine-protein phosphatase non-receptor type 22 (Homo sapiens) | one-dose inhibition, % at 10 µM; IC50 in µM for titrated hits | 52,000 tested, under 10 active | recombinant LYP catalytic domain, DiFMUP fluorescence; higher % means a stronger effect;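 active = IC50 under 40 µM in the dose-response test; inactive = IC50 of 40 µM or more, or never dose-tested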
# HT1080 cytotoxicity – cytotoxicity in HT1080 fibrosarcoma cells, cell-based, fluorescence readout (AID 620); HT1080 viability, fluorescence; higher % means a stronger effect; one-dose cytotoxicity, % at 10 µM; EC50 in µM for titrated hits; 0.42% of 87,000 active; in the data active = cytotoxicity above about 50%;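 also: cells exposed to compound overnight then 4 h with Alamar Blue; 0% = vehicle DMSO and 100% = killing control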
# Numbers without * were called inactive; i = inactive; x = not tested or not shown. This is a subset; count on the stated rates, not on these rows.
# Letter code: A = MK inhibit; B = PMK inhibit; C = Spn DPM-DC inh; D = LYP phosphatase; E = HT1080 cytotoxicity
[1] CCCCCCCCCC(=O)OCC(O)CO (stereo unspecified)
  A: x	B: x	C: x	D: 15%	E: -11%
[2] CC(=O)[C@@]1(O)CC[C@H]2[C@@H]3CCC4=CC(=O)CC[C@]4(C)[C@H]3CC[C@@]21C
  A: x	B: x	C: x	D: 27%	E: 1%
[3] N=C(N)N1CCc2ccccc2C1
  A: x	B: x	C: x	D: 23%	E: -7%
[4] CC(N)(Cc1ccc(O)cc1)C(=O)O (stereo unspecified)
  A: x	B: x	C: x	D: 20%	E: -10%
[5] CCCCS(=O)(=O)NC1=NCN(CC)CN1
  A: 4	B: 16	C: i	D: x	E: x
[6] COc1ccc(OC)c(S(=O)(=O)NCc2cn3ccsc3n2)c1
  A: 5	B: 6	C: i	D: x	E: x

# A second format for 3 compounds above:
# Screens in order – MK inhibit | PMK inhibit | Spn DPM-DC inh | LYP phosphatase | HT1080 cytotoxicity
(3) N=C(N)N1CCc2ccccc2C1
  x | x | x | 23% | -7%
(2) CC(=O)[C@@]1(O)CC[C@H]2[C@@H]3CCC4=CC(=O)CC[C@]4(C)[C@H]3CC[C@@]21C
  x | x | x | 27% | 1%
(5) CCCCS(=O)(=O)NC1=NCN(CC)CN1
  4 | 16 | i | x | x

# Arranged by heavy-atom count (high to low): some entries from above.
# Letter code: A = MK inhibit; B = PMK inhibit; C = Spn DPM-DC inh; D = LYP phosphatase; E = HT1080 cytotoxicity
[1] CCCCCCCCCC(=O)OCC(O)CO (stereo unspecified)
  A: x	B: x	C: x	D: 15%	E: -11%
[5] CCCCS(=O)(=O)NC1=NCN(CC)CN1
  A: 4	B: 16	C: i	D: x	E: x
[4] CC(N)(Cc1ccc(O)cc1)C(=O)O (stereo unspecified)
  A: x	B: x	C: x	D: 20%	E: -10%
